Assay outcomes from PubChem BioAssay.
cardiac RTF act = cardiac RTF calcium sensitization; hit rate 0.24% among 340,000; activation, % at 7.2 µM; AID 493008; P19429+P45379; IANBD-labeled TnC RTF fluorescence at EC20 calcium; 0% EC20 calcium, 100% full calcium;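 active = activation above the mean over all tested compounds plus 3 SD, cut at about 30% in these data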;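 note: rise in fluorescence read as greater calcium sensitivity of cardiac thin filaments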
CAL PDZ FP-1 = blocks peptide binding to the human CAL PDZ domain | Q9HD26 | purified CAL PDZ, TMR-peptide fluorescence polarization, 1 h | inhibition, % at 24.9 µM | hit rate 0.92% among 300,000 | AID 602252;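 active = mean inhibition of at least 30% with at least half of replicates also reaching 30%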;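 note: 0% = DMSO neutral control and 100% = excess unlabeled competitor peptide PRC23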
CDK5 inh = blocks human CDK5/p35 kinase activity; AID 488839; inhibition, % at 10 µM; Recombinant CDK5/p35, ADP-Glo luminescence, 60 min; Q00535+Q15078; hit rate 0.01% among 330,000;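 active = highest replicate inhibition of at least 50% and at least 75% of replicates reaching 50%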;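 note: plate controls were DMSO neutral control for no effect and GW8510 at 10 µM for full effect; many of its hits are not listed in these tables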
Target sequence (Q00535 whole entry, looked up): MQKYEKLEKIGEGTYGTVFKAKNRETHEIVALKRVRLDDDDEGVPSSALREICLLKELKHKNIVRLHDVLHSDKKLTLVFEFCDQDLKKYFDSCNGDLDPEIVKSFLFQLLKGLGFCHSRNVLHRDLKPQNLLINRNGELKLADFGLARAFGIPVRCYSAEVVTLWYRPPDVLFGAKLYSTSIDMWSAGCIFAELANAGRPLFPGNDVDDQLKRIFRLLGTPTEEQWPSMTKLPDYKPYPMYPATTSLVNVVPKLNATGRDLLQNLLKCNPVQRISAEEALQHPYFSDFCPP
Target sequence (Q15078 whole entry, looked up): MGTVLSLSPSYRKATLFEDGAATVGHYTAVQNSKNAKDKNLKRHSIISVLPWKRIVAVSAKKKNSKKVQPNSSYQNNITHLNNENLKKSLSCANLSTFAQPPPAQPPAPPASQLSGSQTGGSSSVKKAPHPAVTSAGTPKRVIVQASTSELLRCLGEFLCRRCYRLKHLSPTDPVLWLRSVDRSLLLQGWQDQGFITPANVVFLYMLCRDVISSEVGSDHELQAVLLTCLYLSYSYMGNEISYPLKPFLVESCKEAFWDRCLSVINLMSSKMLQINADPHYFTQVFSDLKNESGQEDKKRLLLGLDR
Wnt act = activates Wnt/beta-catenin signaling in a reporter cell assay; activator, plate reader; activation, % at 9.35 µM; hit rate 1.2% among 300,000; AID 743398; in the data active = activation above about 30%, passing the limit was not always enough;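 note: 0% = neutral control wells and 100% = positive control wells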
dFosB activator = enhances mouse delta FosB homodimer DNA binding | P13346 | purified delta FosB, TAMRA-CDK5 oligo fluorescence polarization; percent of positive-control signal above neutral wells | activation, % at 25 µM | hit rate 0.99% among 340,000 | AID 493131;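 active = mean activation above about 17%, with every replicate also reaching it, limit read from the data, passing the limit was not always enough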;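 note: fluorescence polarization rise as delta FosB binds a TAMRA Cdk5 AP-1 oligo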
Target sequence (P13346 whole entry, looked up): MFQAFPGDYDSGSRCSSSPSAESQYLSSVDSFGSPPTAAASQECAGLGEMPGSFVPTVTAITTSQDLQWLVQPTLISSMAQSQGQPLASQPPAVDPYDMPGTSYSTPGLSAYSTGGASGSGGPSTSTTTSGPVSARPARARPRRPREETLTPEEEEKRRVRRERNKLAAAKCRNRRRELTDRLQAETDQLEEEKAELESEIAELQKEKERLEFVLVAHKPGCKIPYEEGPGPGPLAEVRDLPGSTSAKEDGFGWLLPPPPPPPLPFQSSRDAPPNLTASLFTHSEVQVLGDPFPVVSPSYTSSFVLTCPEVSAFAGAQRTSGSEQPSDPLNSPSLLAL
MITF TRPM1 HTS = activators of MITF-driven TRPM1 promoter activity in SK-MEL-5 cells. AID 588334. activation, % at 12.5 µM. hit rate 0.75% among 300,000. SK-MEL-5 TRPM1-promoter luciferase, 24 h; % of positive control, neutral wells = 0;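 active = mean activation of at least 80% with every replicate also reaching 80%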;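 note: 0% = neutral control wells and 100% = parthenolide positive control wells; values of inactives mirror those of a sister screen read the other way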
Tat transport = inhibitors of E. coli Tat protein transport; E. coli MC4100 TorA-mCherry Tat export, fluorescence; inhibition, % at 10 µM; hit rate 0.036% among 340,000;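 active = mean replicate inhibition at least 50% and at least half of replicates individually reaching 50%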;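 note: exported cargo escapes ClpAP degradation while cytoplasmic cargo is degraded and loses fluorescence; 0% = median of neutral control wells and 100% = median of NaSCN control wells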
Rtt109 HAT inh = blocks Candida albicans Rtt109/Vps75 acetyltransferase activity; Q5AAJ8; purified Rtt109/Vps75, ThioGlo CoA-SH fluorescence, 4 h; inhibition, % at 34.9 µM; hit rate 0.16% among 330,000; AID 540336;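 active = inhibition of at least 50% in every replicate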
V-ATPase pHluor = alters yeast V-ATPase proton transport | response, % at 10 µM | hit rate 0.37% among 350,000 | S. cerevisiae, pHLuorin cytosolic pH fluorescence | AID 504577; in the data active = response mostly above about 7.3%, no sharp cut-off; inactive = mostly below about 5.4%; note: actives read high; inactives centre near 0; some compounds called inactive have numbers as strong as hits
CAL PDZ FP-2 = inhibitors of human CAL PDZ peptide binding. AID 504414. hit rate 0.02% among 330,000. inhibition, % at 20 µM. purified CAL PDZ, TMR-peptide fluorescence polarization, 1 h;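 active = highest replicate inhibition of at least 40%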;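 note: plate controls were DMSO neutral control wells for no effect and unlabeled competitor peptide control wells for full effect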
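Read-out basis: mP drop reported as inhibition | Assay system: Tagged CAL PDZ protein CerCALP, purified | Benchmarks: Unlabelled peptide for full inhibition, DMSO wells as neutral | Schedule: 1 h incubation at room temperature before polarization reading | Buffer or medium: Sodium phosphate/NaCl buffer pH 7.4 with TCEP, IgG, Thesit | Doses: Single point, 20 µM | Measured by: Fluorescence polarization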
Starred values were filed as active, the others as inactive; nt = no result given.

SMILES	cardiac RTF act	CAL PDZ FP-1	CDK5 inh	Wnt act	dFosB activator	MITF TRPM1 HTS	Tat transport	Rtt109 HAT inh	V-ATPase pHluor	CAL PDZ FP-2
CCOC(=O)Cn1cc(C(=O)c2ccco2)c2ccccc21	-2	2	0.7	nt	2	nt	-13	7	5	-1.6
Cc1ccc(C(=O)N/C(=C/c2ccccc2F)C(=O)NCCCn2ccnc2)cc1	2	-5	-0.8	-2	-11	0	-2	-10	-2	-1.4
O=C1OCCC1Sc1nnc(-c2cccs2)n1Cc1ccccc1 (stereo unspecified)	4	nt	1.1	7	4	4	-4	8	2	-2.1
CCCn1c(N)c(N(CCOC)C(=O)c2cc3c(s2)CCC(CC)C3)c(=O)[nH]c1=O (stereo unspecified)	1	0	1.4	-2	-9	2	5	4	-1	-1.2
Cc1ccc2nc(-c3ccccc3)cc(C(=O)N3CC(C)OC(C)C3)c2c1 (stereo unspecified)	-5	1	0.3	1	-7	-5	9	-5	2	2.0
Cc1ccc(C(=O)c2ccccc2C(=O)OCC(=O)NC(=O)NC(C)(C)C)cc1	6	-4	-2.7	-1	-9	9	-1	-4	3	-0.4
O=C(c1ccc(Cl)c(S(=O)(=O)N2CCOCC2)c1)N1CCN(c2ccccn2)CC1	-4	-1	0.8	-4	-6	-4	-4	0	-3	0.5
Cc1ccc[n+](CC(=O)Nc2c(Cl)cc(Cl)cc2Cl)c1	1	-6	-1.3	-1	3	-1	-3	0	3	0.6
Cc1nc2cc(NC(=O)Nc3cccc(F)c3)ccc2n1C	-1	10	0.2	26	-5	13	-9	-9	4	0.8
COc1ccccc1Nc1ccc(NS(=O)(=O)c2ccc(C(C)=O)cc2)cc1	3	-3	0.2	-1	-5	-2	-10	-5	-1	-0.5
COC(=O)c1cc(C(=O)NC(C)(C)CC(C)(C)C)cc([N+](=O)[O-])c1	0	1	-2.6	-1	5	14	2	-15	0	0.4
COc1cccc(N2CCN(C(=O)Nc3ccc4c(c3)NC(=O)CO4)CC2)c1	-1	-4	0.6	nt	-1	-1	-5	-4	1	-0.5
COCCNC(=O)CCc1c(C)nc2c(-c3ccc(F)cc3)c(C)nn2c1C	-5	5	2.4	-4	1	7	9	6	-2	-1.1
O=C(CCS(=O)(=O)c1ccccc1)Nc1nccs1	0	0	0.2	1	0	-1	-3	1	-3	0.4
CC(C)N=C(NS(=O)(=O)c1ccccc1)C(Cl)(Cl)Cl	5	nt	-2.9	-9	-1	-81	-2	-7	0	0.3
NC(=O)c1cc(C(=O)c2ccc(Cl)cc2)c[nH]1	7	-1	0.4	-1	-1	12	0	7	3	-0.4
COc1ccccc1OCC(=O)NNC(=O)c1c(-c2ccccc2Cl)noc1C	-3	0	-0.8	-2	-1	-7	-12	1	0	nt
CS(=O)(=O)N(CC(=O)NCCSCc1ccccc1)c1ccccc1F	0	-4	0.5	0	-11	0	-9	-3	1	1.2
Cn1cncc1C#Cc1ccc2cc(CCCO)oc(=O)c2c1	-2	-4	0.5	8	-24	19	0	8	2	-0.5
COc1ccc(OCC(=O)N2CCN(c3cccc(C(F)(F)F)c3)CC2)cc1	-8	nt	3.3	-4	-9	nt	0	6	0	-1.8
CCc1noc(C)c1C(=O)NNC(=O)c1ccc(Br)cc1	4	4	-2.1	17	4	-8	-7	-1	0	-1.5
O=C1COc2ccc(C(=O)CSc3nnc(Cc4ccccc4)o3)cc2N1	-9	3	1.3	2	-1	8	-1	-3	-2	-4.4
CCOc1cccc(-c2c(C(=O)N/N=C/c3ccsc3)nnn2-c2nonc2N)c1	-4	-2	3.0	-1	-9	-3	1	21	-1	-1.9
C[N+](C)(C)CCNC(=O)c1cc[n+](Cc2ccccc2)c(/C=N/O)c1	1	-1	3.0	1	8	-1	2	6	0	3.4
COc1cc(C(=O)N2CCN(C)CC2)cc(OC)c1OC	-6	-3	-0.6	-1	-2	nt	-1	-4	-4	0.4

An excerpt from above with just MITF TRPM1 HTS and Tat transport:
SMILES	MITF TRPM1 HTS	Tat transport
COc1ccccc1OCC(=O)NNC(=O)c1c(-c2ccccc2Cl)noc1C	-7	-12
COc1ccccc1Nc1ccc(NS(=O)(=O)c2ccc(C(C)=O)cc2)cc1	-2	-10

Some values from above:
`Cc1ccc2nc(-c3ccccc3)cc(C(=O)N3CC(C)OC(C)C3)c2c1` (stereo unspecified) in V-ATPase pHluor shows 2
`Cc1ccc[n+](CC(=O)Nc2c(Cl)cc(Cl)cc2Cl)c1` in dFosB activator shows 3
`O=C1COc2ccc(C(=O)CSc3nnc(Cc4ccccc4)o3)cc2N1` in cardiac RTF act shows -9
`COC(=O)c1cc(C(=O)NC(C)(C)CC(C)(C)C)cc([N+](=O)[O-])c1` in CDK5 inh shows -2.6
`CCOc1cccc(-c2c(C(=O)N/N=C/c3ccsc3)nnn2-c2nonc2N)c1` in Wnt act shows -1

Whole records as entered above. Values in the order: cardiac RTF act	CAL PDZ FP-1	CDK5 inh	Wnt act	dFosB activator	MITF TRPM1 HTS	Tat transport	Rtt109 HAT inh	V-ATPase pHluor	CAL PDZ FP-2
Results for Cn1cncc1C#Cc1ccc2cc(CCCO)oc(=O)c2c1 → -2	-4	0.5	8	-24	19	0	8	2	-0.5
Results for COc1ccc(OCC(=O)N2CCN(c3cccc(C(F)(F)F)c3)CC2)cc1 → -8	nt	3.3	-4	-9	nt	0	6	0	-1.8

(listing goes on)
SMILES	cardiac RTF act	CAL PDZ FP-1	CDK5 inh	Wnt act	dFosB activator	MITF TRPM1 HTS	Tat transport	Rtt109 HAT inh	V-ATPase pHluor	CAL PDZ FP-2
COCc1c(C(=O)OCC(=O)NCc2ccco2)oc2ccccc12	-4	-11	0.1	0	-7	-7	5	9	-7	-0.5
COc1cc(CNc2ccc3[nH]c(=O)[nH]c3c2)cc(Br)c1OCc1ccc(F)cc1	-6	-4	0.2	-11	1	-13	3	-4	3	1.8
COc1cccc(C(=O)c2cc3ccc(O)cc3oc2=O)c1	24	-3	0.4	9	-5	6	-4	8	-3	-1.9
O=C(N/N=C/c1ccc(Cl)cc1)c1cc(-c2cccnc2)nc2ccccc12	7	-2	-0.8	-7	-51	-18	-8	-5	-1	1.7
COCC(=O)N1CCC(Oc2ccc(C(=O)N(C)C(C)c3ccon3)cc2)CC1 (stereo unspecified)	-1	2	-0.6	1	2	6	3	9	-1	-0.6
CC1=C(C(=O)OCc2ccccc2)C(c2ccccc2OS(=O)(=O)c2ccc([N+](=O)[O-])cc2)NC(=O)N1CCCC(=O)O (stereo unspecified)	1	-3	2.1	0	0	5	-4	8	3	-1.4
CCCC(c1nnnn1CC(=O)OCC)N(Cc1cc2ccc(C)cc2[nH]c1=O)C1CCCC1 (stereo unspecified)	-1	-4	0.2	-1	3	-1	-1	12	1	0.6
Cc1ccc(C(=O)Nc2ccc(C)c(S(=O)(=O)Nc3ccccc3Cl)c2)s1	2	nt	-0.2	-3	-8	-7	-1	-2	0	-1.5
CC(NC(=O)CN(c1ccc(Br)cc1)S(C)(=O)=O)c1ccccc1 (stereo unspecified)	-3	1	0.3	-1	4	-3	-4	2	1	0.8
O=C(COC(=O)c1ncc(Cl)c(Cl)c1Cl)NC(=O)c1ccccc1	-3	1	-1.8	-4	-8	1	-2	12	2	-2.6
Cc1ccc(NC(=O)CCC(=O)c2ccccc2)cc1	0	-1	0.7	8	0	nt	10	-12	0	-0.6
C=CCC[C@H](Cc1ccc(F)cc1)C(=O)OC[C@@H](Cc1c[nH]c2ccccc12)NC(=O)[C@H](CC=C)CC(=O)N(CCO)Cc1ccccc1	15	-3	-1.4	-18	3	-19	2	-2	2	-0.3
CCOc1cccc(CN2CCCC(CNC(=O)c3cccc(OC)c3OC)C2)c1 (stereo unspecified)	4	-5	-1.6	0	-3	-10	-4	-6	-4	nt
O=C(COC(=O)c1ccccc1O)NCc1ccco1	-1	0	0.5	-1	0	8	-2	-9	0	-1.0
O=[N+]([O-])c1cccc(-c2c[n+]3c(n2-c2ccccc2)SCC3)c1	4	48*	-2.8	-3	-3	-10	-4	3	2	-1.3
O=C(NCCCn1ccnc1)/C(=C\c1cccs1)NC(=O)c1cccs1	7	nt	0.1	-1	-7	-10	-2	9	4	-0.6
Cc1onc(-c2c(Cl)cccc2Cl)c1C(=O)N1CCc2ccccc2C1	8	-1	0.0	nt	-2	5	9	2	nt	-9.2
Cc1ccc(N2C(=O)c3ccc(N)cc3C2=O)cc1	0	-4	-0.6	69*	4	nt	-5	-13	4	-0.3
OC[C@@H](O)[C@@H](O)[C@H](O)[C@@H](O)CO	12	-2	-4.3	16	-3	3	-2	1	-1	0.6
C/C(=C\c1ccco1)CN1CCC(N2CCC(C(=O)N3CCOCC3)CC2)CC1	0	5	-0.9	-1	0	-11	-1	11	-3	-1.8
COc1cc(Cl)cc(C#N)c1OCC(=O)O	4	-3	1.8	nt	-1	5	-2	2	1	0.0
COc1cccc(N2CCN(c3cnc4ccccc4n3)CC2)c1	4	2	-2.7	8	-17	50	-11	1	4	nt
COc1ccc(Cn2c(-c3ccc(OC)cc3)n[nH]c2=S)cc1	-1	11	1.4	-3	-14	-4	-7	-3	-3	1.8
CCCCN1C(=O)c2ccc(C(=O)OCC(=O)N3CCN(c4ccccc4)CC3)cc2C1=O	-3	-3	-0.2	0	-1	-5	7	2	-1	-0.3
O=C(NCc1ccco1)C1CCN(c2ccc(N3CCOCC3)nn2)CC1	5	-20	-0.2	-2	-1	nt	-9	-69	-1	-0.2
O=C(Nc1ccc(NC(=O)c2ccc3c(c2)OCO3)cc1)c1cccc(Cl)c1	-3	-1	1.5	-3	-5	nt	-10	1	1	0.2
O=C1NC(c2cc(Cl)cc([N+](=O)[O-])c2O)Nc2ccccc21 (stereo unspecified)	1	-3	-9.2	3	2	7	9	-5	-5	-2.5
Cc1cc([N+](=O)[O-])nn1Cc1ccc(C(=O)N/N=C/c2ccc(F)cc2)cc1	2	nt	1.2	-1	-1	nt	-5	-2	1	-1.7
CCCCNC(=O)CC1S/C(=N/N=C/c2ccc(OC)cc2)NC1=O (stereo unspecified)	3	1	1.1	-1	1	3	-5	-8	-4	-0.7

Of the compounds above, 2 have a tert-butyl group.
SMILES	cardiac RTF act	CAL PDZ FP-1	CDK5 inh	Wnt act	dFosB activator	MITF TRPM1 HTS	Tat transport	Rtt109 HAT inh	V-ATPase pHluor	CAL PDZ FP-2
Cc1ccc(C(=O)c2ccccc2C(=O)OCC(=O)NC(=O)NC(C)(C)C)cc1	6	-4	-2.7	-1	-9	9	-1	-4	3	-0.4
COC(=O)c1cc(C(=O)NC(C)(C)CC(C)(C)C)cc([N+](=O)[O-])c1	0	1	-2.6	-1	5	14	2	-15	0	0.4
